Source: PubChem
TRPC4 potent: TRPC4 (mouse) allosteric potentiation. hit rate 0.42% among 310,000. B-score at 10 µM. Q9QUQ5. HEK293 TRPC4beta/mu-opioid, DAMGO EC20, Fluo-4 Ca2+ flux; stronger effect = higher value;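 active = B-score of calcium response area above 5 SD of library B-scores, with initial fluorescence ratio within 5 SD of library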;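 also: B-score of integrated fluorescence ratio over time as area under calcium response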
Target sequence (Q9QUQ5 whole entry, looked up): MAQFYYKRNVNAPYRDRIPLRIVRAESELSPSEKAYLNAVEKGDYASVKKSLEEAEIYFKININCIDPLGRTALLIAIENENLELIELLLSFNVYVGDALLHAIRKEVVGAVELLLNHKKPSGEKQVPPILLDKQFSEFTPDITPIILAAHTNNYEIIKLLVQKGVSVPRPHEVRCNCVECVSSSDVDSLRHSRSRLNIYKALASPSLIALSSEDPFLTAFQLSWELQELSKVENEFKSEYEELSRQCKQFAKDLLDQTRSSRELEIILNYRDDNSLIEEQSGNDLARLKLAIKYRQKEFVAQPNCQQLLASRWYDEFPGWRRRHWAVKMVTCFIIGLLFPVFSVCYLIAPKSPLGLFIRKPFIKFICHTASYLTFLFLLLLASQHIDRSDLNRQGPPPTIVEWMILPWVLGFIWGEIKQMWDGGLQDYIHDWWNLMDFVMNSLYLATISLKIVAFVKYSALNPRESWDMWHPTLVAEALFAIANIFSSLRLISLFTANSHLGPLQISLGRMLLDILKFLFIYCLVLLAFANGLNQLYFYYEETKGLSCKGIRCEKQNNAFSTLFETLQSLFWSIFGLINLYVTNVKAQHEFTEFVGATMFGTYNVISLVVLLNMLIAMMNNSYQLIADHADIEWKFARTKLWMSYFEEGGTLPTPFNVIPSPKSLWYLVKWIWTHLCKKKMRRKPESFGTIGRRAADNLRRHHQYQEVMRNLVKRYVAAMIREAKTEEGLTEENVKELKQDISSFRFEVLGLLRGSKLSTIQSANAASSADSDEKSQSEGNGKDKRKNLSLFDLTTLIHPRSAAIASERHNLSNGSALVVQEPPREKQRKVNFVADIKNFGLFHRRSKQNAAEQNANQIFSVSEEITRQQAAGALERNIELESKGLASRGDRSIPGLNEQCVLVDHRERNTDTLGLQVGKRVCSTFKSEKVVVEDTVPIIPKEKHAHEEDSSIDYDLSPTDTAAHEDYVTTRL
TRPC4 agonist: opens the mouse TRPC4 cation channel; Q9QUQ5; HEK293 TRPC4beta/mu-opioid, Fluo4 calcium fluorescence; stronger effect = higher value; B-score at 10 µM; hit rate 0.49% among 310,000;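 active = B-score above 5 SD of library B-scores, and initial fluorescence ratio not above library mean plus 5 SD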;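 also: positive B-score marks a calcium rise read as TRPC4 activation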
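Test system: HEK293 cells stably co-expressing mouse TRPC4beta and mu-opioid receptor | Schedule: Fluo4 dye loading 45 min at room temperature, 110 s recording | Measured by: Kinetic Fluo4 calcium fluorescence, 5 s baseline at 1 Hz | Evaluation: B score of integrated ratio | Controls: Buffer (low) and maximal DAMGO (high)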
KCNQ1 block: blocks the human KCNQ1 potassium channel. P51787. CHO-K1 KCNQ1, FluxOR thallium flux fluorescence; stronger effect = higher value. B-score at 10 µM. hit rate 1.3% among 310,000. AID 2642;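 active = compounds whose thallium flux B-score, printed positive for inhibition, exceeds three library SD while starting fluorescence stays within three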;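 also: channel opened by potassium depolarization with thallium stimulus after 20 min compound exposure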
PolyA inhibitor: inhibitors of polyadenylation in S. cerevisiae. S. cerevisiae SKY197-pL101 polyadenylation reporter, beta-gal luminescence; efflux-impaired pdr1/pdr3 knockout yeast; score 100 = 6 SD above DMSO. calls only at 12 µM. hit rate 0.02% among 300,000. AID 1875;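 active = lowest replicate activity score at least 50, where 100 means six control SD above control mean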;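 also: yeast exposed to compound for 9 h at 30 °C; higher score means more reporter readthrough which indicates perturbed polyadenylation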
Platelet DG rel: modulates dense granule release in human platelets; human platelet-rich plasma, SFLLRN dense granule ATP release, luminescence; inhibition, %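 (compounds screened at 7.5 µM in platelet-rich plasma)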; hit rate 0.22% among 300,000;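 active = mean replicate score, as percent of positive control, at or above 50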
KCNQ1 act: potentiates or activates the human KCNQ1 potassium channel | CHO-K1 KCNQ1, thallium flux FluxOR fluorescence; stronger effect = higher value | B-score at 10 µM | P51787 | hit rate 0.35% among 310,000 | AID 2648;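 active = fluorescence ratio B-score, a plate-corrected score, at least three library SD, with initial intensity B-score within 5 SD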
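Test system: CHO-K1 cells stably expressing KCNQ1 / Medium: assay buffer / Also added: depolarizing K+/Tl+ stimulus, K2SO4 and Tl2SO4 each 12.5 mM in 5x stock / Incubation: 90 min dye loading and 20 min compound exposure, both at room temperature / Signal: thallium influx via FluxOR fluorescence, kinetic imaging / Evaluation: B score of baseline-normalized fluorescence ratio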
hERG rescue: hERG (human) protection from proarrhythmic block; Q12809; CHO-hERG, FluxOR thallium flux, dofetilide IC70 present; activation (rescue from dofetilide block), less the hit threshold, % at 10 µM; hit rate 0.51% among 310,000;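 active = activation above the mean of controls blocked by dofetilide plus 5 SD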;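 also: thallium influx through hERG after potassium depolarization seen as dye fluorescence rise; in these data hits start at about 4.7%; inactives centre near -7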
TRPC4 block: blocks the mouse TRPC4 cation channel; Q9QUQ5; HEK293 TRPC4beta/mu-opioid, DAMGO-evoked Fluo4 calcium flux; stronger effect = lower value; B-score at 10 µM; hit rate 0.39% among 300,000; AID 2247;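 active = B-score over 3 SD under the library average, no early fluorescence shift, positive overall ratio signal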
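Material: HEK293 cells with stable TRPC4beta plus mu-opioid receptor expression / Probe or stimulus: DAMGO in two steps, submaximal then maximal / Compound: single concentration per test compound / Technique: kinetic Fluo4 fluorescence imaging of calcium influx / Read-out: per-well B score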
KCNK3 inh: human KCNK3 channel inhibition, primary screen; O14649; CHO-KCNK3 thallium flux, FluxOR fluorescence; stronger effect = lower value; B-score at 10 µM; hit rate 0.84% among 340,000; AID 602410;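 active = B-score under library mean minus 4 SD, starting fluorescence ratio at most library mean plus 5 SD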;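 also: more negative B-score means stronger inhibition of thallium flux through KCNK3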
KCNK9 block: blocks the human KCNK9 two-pore domain potassium channel | Q9NPC2 | HEK293 KCNK9, FluxOR thallium flux fluorescence; stronger effect = lower value | B-score at 10 µM | hit rate 1.2% among 310,000 | AID 488922;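 active = ratio B-score over 3 SD below the library mean, with starting fluorescence within 5 SD of its mean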;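 also: negative B-score means less thallium flux so channel inhibition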
DYRK1A inh: Dyrk1A (rat) kinase inhibition. Q63470. ADP-Glo luminescence, NFATc1 peptide. inhibition, % at 12.5 µM. hit rate 0.43% among 310,000. AID 504441; in the data active = inhibition above about 50%;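 also: plate controls were vehicle with enzyme for no effect and no enzyme for full effect; many of its hits are not listed in these tables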
* hit, by the source's call.

What do the screens show for `CCCNC(=O)CS(=O)Cc1nc(-c2ccc(OC)cc2)oc1C` (configuration not stated)?
TRPC4 potent: inactive; TRPC4 agonist: inactive; KCNQ1 block: inactive; PolyA inhibitor: inactive; Platelet DG rel: -1; KCNQ1 act: inactive; hERG rescue: -12; TRPC4 block: inactive; KCNK3 inh: inactive; KCNK9 block: inactive; DYRK1A inh: -6

Results for N/C(CC(=O)Nc1cccc(C(F)(F)F)c1)=N/O ?
TRPC4 potent: inactive; TRPC4 agonist: inactive; KCNQ1 block: inactive; PolyA inhibitor: inactive; Platelet DG rel: 0; KCNQ1 act: inactive; hERG rescue: -7; TRPC4 block: inactive; KCNK3 inh: inactive; KCNK9 block: inactive; DYRK1A inh: 2

What do the screens show for `COc1ccc(Cl)cc1NC(=O)N1CCC(C)CC1`?
TRPC4 potent: inactive; TRPC4 agonist: inactive; KCNQ1 block: inactive; PolyA inhibitor: inactive; Platelet DG rel: 0; KCNQ1 act: inactive; hERG rescue: -10; TRPC4 block: inactive; KCNK3 inh: inactive; KCNK9 block: inactive; DYRK1A inh: -6

How did COc1ccc(NS(=O)(=O)c2cccc(C(=O)Nc3cccc(C(=O)O)c3)c2)cc1 do in these assays?
TRPC4 potent: inactive; TRPC4 agonist: inactive; KCNQ1 block: inactive; PolyA inhibitor: inactive; Platelet DG rel: -2; KCNQ1 act: inactive; hERG rescue: -8; TRPC4 block: inactive; KCNK3 inh: inactive; KCNK9 block: inactive; DYRK1A inh: 14

Results for O=C(O)CC1S/C(=N\N=C2CCCCCCC2)N(c2ccccc2)C1=O (configuration not stated) ?
TRPC4 potent: inactive; TRPC4 agonist: inactive; KCNQ1 block: inactive; PolyA inhibitor: inactive; Platelet DG rel: -2; KCNQ1 act: inactive; hERG rescue: -4; TRPC4 block: inactive; KCNK3 inh: inactive; KCNK9 block: inactive; DYRK1A inh: -1

What do the screens show for `O=C(NC1CC1)c1nc(Cn2ccc([N+](=O)[O-])n2)no1`?
TRPC4 potent: inactive; TRPC4 agonist: inactive; KCNQ1 block: inactive; PolyA inhibitor: inactive; Platelet DG rel: -4; KCNQ1 act: inactive; hERG rescue: -12; TRPC4 block: inactive; KCNK3 inh: inactive; KCNK9 block: inactive; DYRK1A inh: -8

Results for Clc1ccc(OCCCNCc2ccccc2)c2ccccc12 ?
TRPC4 potent: inactive; TRPC4 agonist: 56*; KCNQ1 block: inactive; PolyA inhibitor: inactive; Platelet DG rel: -6; KCNQ1 act: inactive; hERG rescue: -23; TRPC4 block: inactive; KCNK3 inh: inactive; KCNK9 block: inactive; DYRK1A inh: 7

How did O=C(COc1ccc2c3c(c(=O)oc2c1)CCC3)N[C@@H](CSCc1ccccc1)C(=O)O do in these assays?
TRPC4 potent: inactive; TRPC4 agonist: inactive; KCNQ1 block: inactive; PolyA inhibitor: inactive; Platelet DG rel: 0; KCNQ1 act: inactive; hERG rescue: -8; TRPC4 block: inactive; KCNK3 inh: inactive; KCNK9 block: inactive; DYRK1A inh: 7

What do the screens show for `CCOCCOc1cccc(C(=O)NC(C)c2ccc3ccccc3c2)c1` (configuration not stated)?
TRPC4 potent: inactive; TRPC4 agonist: inactive; KCNQ1 block: inactive; PolyA inhibitor: inactive; Platelet DG rel: -2; KCNQ1 act: inactive; hERG rescue: -1; TRPC4 block: inactive; KCNK3 inh: inactive; KCNK9 block: inactive

What do the screens show for `Cn1c(=O)n(Cc2ccccc2F)c2ccccc21`?
TRPC4 potent: inactive; TRPC4 agonist: inactive; KCNQ1 block: inactive; PolyA inhibitor: inactive; Platelet DG rel: 0; KCNQ1 act: inactive; hERG rescue: -7; TRPC4 block: inactive; KCNK3 inh: inactive; KCNK9 block: inactive; DYRK1A inh: 2

Results for Cn1cnc([N+](=O)[O-])c1Sc1ccc(Br)cc1 ?
TRPC4 potent: inactive; TRPC4 agonist: inactive; KCNQ1 block: inactive; PolyA inhibitor: inactive; Platelet DG rel: -6; KCNQ1 act: inactive; hERG rescue: -3; TRPC4 block: inactive; KCNK3 inh: inactive; KCNK9 block: inactive; DYRK1A inh: 4

Results for COc1ccc(C)cc1S(=O)(=O)N(CC(=O)NCc1ccc(Cl)cc1)Cc1ccccc1 ?
TRPC4 potent: inactive; TRPC4 agonist: inactive; KCNQ1 block: inactive; PolyA inhibitor: inactive; Platelet DG rel: 13; KCNQ1 act: inactive; hERG rescue: -11; TRPC4 block: inactive; KCNK3 inh: inactive; KCNK9 block: -10*; DYRK1A inh: 0

Results for O=C(CNC(=O)c1ccc(Cl)cc1)OCc1nc2ccccc2s1 ?
TRPC4 potent: inactive; TRPC4 agonist: inactive; KCNQ1 block: inactive; PolyA inhibitor: inactive; Platelet DG rel: -4; KCNQ1 act: inactive; hERG rescue: -10; TRPC4 block: inactive; KCNK3 inh: inactive; KCNK9 block: inactive; DYRK1A inh: 4

Results for CCN(CC)c1ccc(/C=N/N=C(N)N)c(O)c1 ?
TRPC4 potent: inactive; TRPC4 agonist: inactive; KCNQ1 block: inactive; PolyA inhibitor: inactive; Platelet DG rel: 9; KCNQ1 act: inactive; hERG rescue: -15; TRPC4 block: inactive; KCNK3 inh: inactive; KCNK9 block: inactive; DYRK1A inh: 4

Results for CCOc1ccc(-c2c(C)n([O-])c3c([n+]2=O)CCCC3)cc1 ?
TRPC4 potent: inactive; TRPC4 agonist: inactive; KCNQ1 block: inactive; PolyA inhibitor: inactive; Platelet DG rel: -12; KCNQ1 act: inactive; hERG rescue: -5; TRPC4 block: inactive; KCNK3 inh: inactive; KCNK9 block: inactive; DYRK1A inh: -9

How did CC1(C(=O)O)CCC(C(N)=O)C1(C)C (configuration not stated) do in these assays?
TRPC4 potent: inactive; TRPC4 agonist: inactive; KCNQ1 block: inactive; PolyA inhibitor: inactive; Platelet DG rel: 7; KCNQ1 act: inactive; hERG rescue: -9; TRPC4 block: inactive; KCNK3 inh: inactive; KCNK9 block: inactive; DYRK1A inh: 1

How did CCCCC1=CC2=CC(=O)C(C)(OC(=O)CC)C(=O)C2=CN1CCCCO (configuration not stated) do in these assays?
TRPC4 potent: inactive; TRPC4 agonist: inactive; KCNQ1 block: inactive; PolyA inhibitor: inactive; Platelet DG rel: -3; KCNQ1 act: inactive; hERG rescue: -8; TRPC4 block: inactive; KCNK3 inh: inactive; KCNK9 block: inactive; DYRK1A inh: 3

Results for CCOC(=O)c1cnc2ccc(Cl)cc2c1Nc1ccc(S(=O)(=O)Nc2ncccn2)cc1 ?
TRPC4 potent: inactive; TRPC4 agonist: inactive; KCNQ1 block: inactive; PolyA inhibitor: inactive; Platelet DG rel: 13; KCNQ1 act: inactive; hERG rescue: -3; TRPC4 block: inactive; KCNK3 inh: inactive; KCNK9 block: inactive; DYRK1A inh: 0

Results for O=C(Nc1ccccc1)C1CCN(C(=O)c2ccc(Br)cc2)CC1 ?
TRPC4 potent: inactive; TRPC4 agonist: inactive; KCNQ1 block: inactive; PolyA inhibitor: inactive; Platelet DG rel: -12; KCNQ1 act: inactive; hERG rescue: -13; TRPC4 block: inactive; KCNK3 inh: inactive; KCNK9 block: inactive; DYRK1A inh: 0

How did CC(C)(C)c1ccccc1NC(=O)c1c(O)c2cccc3c2n(c1=O)CC3 do in these assays?
TRPC4 potent: inactive; TRPC4 agonist: inactive; KCNQ1 block: 7*; Platelet DG rel: -7; KCNQ1 act: inactive; hERG rescue: -6; TRPC4 block: inactive; KCNK9 block: inactive

How did CCN(CC)S(=O)(=O)c1cccc(C(=O)Nc2nc3cc4c(cc3s2)OCCO4)c1 do in these assays?
TRPC4 potent: inactive; TRPC4 agonist: inactive; KCNQ1 block: inactive; PolyA inhibitor: inactive; Platelet DG rel: 0; KCNQ1 act: inactive; hERG rescue: -1; TRPC4 block: inactive; KCNK3 inh: inactive; KCNK9 block: inactive; DYRK1A inh: 6

How did N#CCCN(Cc1ccccc1)C(=S)Nc1ccc(F)cc1 do in these assays?
TRPC4 potent: inactive; TRPC4 agonist: inactive; KCNQ1 block: inactive; PolyA inhibitor: inactive; Platelet DG rel: 1; KCNQ1 act: inactive; hERG rescue: -4; TRPC4 block: inactive; KCNK3 inh: inactive; KCNK9 block: inactive

How did CC(C)(C)c1nc2c(s1)CCc1onc(-c3ccc(Cl)cc3)c1-2 do in these assays?
TRPC4 potent: inactive; TRPC4 agonist: inactive; KCNQ1 block: inactive; PolyA inhibitor: inactive; Platelet DG rel: 2; KCNQ1 act: inactive; hERG rescue: -10; TRPC4 block: inactive; KCNK3 inh: inactive; KCNK9 block: inactive; DYRK1A inh: -1

Results for COc1cc(/C=C/C(=O)OCC(=O)Nc2cc(C(F)(F)F)ccc2N2CCOCC2)ccc1O ?
TRPC4 potent: inactive; TRPC4 agonist: inactive; KCNQ1 block: inactive; PolyA inhibitor: inactive; Platelet DG rel: -1; KCNQ1 act: inactive; hERG rescue: -3; TRPC4 block: inactive; KCNK3 inh: inactive; KCNK9 block: inactive; DYRK1A inh: -2

Results for S=c1[nH]nc(CCc2nc3ccccc3[nH]2)n1-c1cccc(Cl)c1 ?
TRPC4 potent: inactive; TRPC4 agonist: inactive; KCNQ1 block: inactive; PolyA inhibitor: inactive; Platelet DG rel: 5; KCNQ1 act: inactive; hERG rescue: -4; TRPC4 block: inactive; KCNK3 inh: inactive; KCNK9 block: inactive; DYRK1A inh: -4

How did CC(C)C[C@H]1COCCS(=O)(=O)N1Cc1cccc(C(F)(F)F)c1 do in these assays?
TRPC4 potent: inactive; TRPC4 agonist: inactive; KCNQ1 block: inactive; PolyA inhibitor: inactive; Platelet DG rel: -1; KCNQ1 act: inactive; hERG rescue: 0; KCNK3 inh: inactive; KCNK9 block: inactive; DYRK1A inh: -4

What do the screens show for `O=c1c2cc(NC(=S)NCCCN3CCC(Cc4ccccc4)CC3)ccc2nc2n1CCCCC2`?
TRPC4 potent: inactive; TRPC4 agonist: inactive; KCNQ1 block: inactive; PolyA inhibitor: inactive; Platelet DG rel: 0; KCNQ1 act: inactive; hERG rescue: -26; TRPC4 block: inactive; KCNK3 inh: inactive; KCNK9 block: inactive

Some of the compounds tested. The share of hits here may be higher or lower than overall.
